High-throughput results (PubChem BioAssay)
KCNQ2 block: KCNQ2 potassium channel inhibitors, primary screen, cell-based, CHO-K1, FluxOR thallium flux, B-score (AID 2156); Potassium voltage-gated channel subfamily KQT member 2 (Rattus norvegicus), O88943; 20 min; stronger effect = lower value; B-score at 10 µM; actives 1.1% (n = 310,000);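 active means fluorescence ratio B-score at most minus 3 library SDs, with starting brightness B-score within 2 library SDs, cut at about -5.5 in these data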
CHT inh: inhibitors of human choline transporter CHT | B-score at 10 µM | High affinity choline transporter 1 (Homo sapiens), Q9GZV3 | actives 0.86% (n = 310,000) | CHT-expressing cells, membrane potential dye, choline response; stronger effect = lower value;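 active means B-score over 3 SD under the library average, and starting fluorescence ratio not unusually high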;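 further: choline stimulus applied at its EC90 after an EC20 pre-addition; B-score computed on integrated fluorescence ratio after choline addition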
Target sequence (Q9GZV3 whole entry, looked up): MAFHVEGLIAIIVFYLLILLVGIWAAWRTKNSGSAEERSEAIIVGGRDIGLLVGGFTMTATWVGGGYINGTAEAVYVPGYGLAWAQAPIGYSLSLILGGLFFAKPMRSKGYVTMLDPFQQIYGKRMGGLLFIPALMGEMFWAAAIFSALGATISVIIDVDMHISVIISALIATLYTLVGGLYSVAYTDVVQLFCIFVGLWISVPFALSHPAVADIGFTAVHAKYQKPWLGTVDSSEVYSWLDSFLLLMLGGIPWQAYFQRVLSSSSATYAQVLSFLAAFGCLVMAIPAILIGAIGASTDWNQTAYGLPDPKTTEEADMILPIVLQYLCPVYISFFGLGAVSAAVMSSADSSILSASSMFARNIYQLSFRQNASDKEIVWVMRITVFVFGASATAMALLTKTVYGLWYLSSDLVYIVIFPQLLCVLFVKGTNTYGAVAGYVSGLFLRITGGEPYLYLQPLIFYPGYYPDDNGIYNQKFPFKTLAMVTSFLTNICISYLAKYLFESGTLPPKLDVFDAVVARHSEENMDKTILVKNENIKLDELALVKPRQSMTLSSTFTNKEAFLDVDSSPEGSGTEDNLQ
* = called active by the depositor; i = inactive; . = no result given.

SMILES	KCNQ2 block	CHT inh
N/C(=N\O)c1ccncc1	i	i
OC1(c2ccc(Br)cc2)CCNCC1	i	i
CCCS(=O)(=O)NCc1ccc2c(c1)cc(C)n2C	i	i
Cc1c(C)n(-c2ccccc2)c2ncnc(NCCN(C)C)c12	i	i
Cc1cc(C)n2nc(C(=O)NC(c3ccccc3)c3ccccc3)nc2n1	i	i
C=CCOc1ccc(/C=C/C(=O)OCC(=O)NCc2cccs2)cc1	i	i
CCNC(=O)COC(=O)c1cc(S(=O)(=O)N2CCCc3ccccc32)ccc1Cl	i	i
Cc1cccc(NC(=O)c2cccc(Cn3cc(Br)c([N+](=O)[O-])n3)c2)c1C	i	i
CC(=O)OC(COc1cccc(C)c1)Cn1cnc2ccccc21 (configuration not stated)	i	i
COC(=O)c1ccc(COC(=O)CCc2nc(-c3ccccc3)c(-c3ccccc3)o2)cc1	i	i
NC(=O)c1nsc(C(=O)N(CCCN2CCOCC2)C(C(=O)NC2CCCCC2)c2ccc(Cl)cc2)c1N (configuration not stated)	i	i
Cc1noc(C)c1C(=O)OCC(=O)Nc1ccccc1Oc1ccccc1	i	i

In another format: 4 of the compounds above
Compound,KCNQ2 block,CHT inh
Cc1c(C)n(-c2ccccc2)c2ncnc(NCCN(C)C)c12,i,i
N/C(=N\O)c1ccncc1,i,i
CC(=O)OC(COc1cccc(C)c1)Cn1cnc2ccccc21 (configuration not stated),i,i
Cc1noc(C)c1C(=O)OCC(=O)Nc1ccccc1Oc1ccccc1,i,i

(further entries)
SMILES	KCNQ2 block	CHT inh
N#CC1=C2SCN(c3ccccc3)CN2C(=O)CC1c1c(Cl)cccc1Cl (configuration not stated)	i	i
CCOC(=O)c1c(NC(=O)c2ccc(N3C(=O)C4C5C=CC(C5)C4C3=O)cc2)sc2c1CCCC2 (configuration not stated)	i	i
O=C1NC(=O)C(Cc2ccccc2)(c2cccnc2)N1 (configuration not stated)	i	i
N=c1oc2cc(O)ccc2cc1C(=O)Nc1ccccn1	.	i
CCOC(CNC(=O)c1ccc2c(c1)nc(C)n2-c1cccc(F)c1)OCC	i	i
CCN1CCN(C(=O)c2ccc3c(c2)N(Cc2ccc(C)cc2)CCS3)CC1	i	i
CCn1nnnc1SCC(=O)NCc1ccco1	i	i
CCc1ccccc1N(CC(=O)NC(C)c1ccccc1)S(C)(=O)=O (configuration not stated)	i	i
C=C(c1ccccc1)c1ccccc1N	i	i
OCCOCCN1CCN(C(=S)Nc2ccccc2)CC1	i	i
Cc1cccc(OCC(=O)NCC2CCCO2)c1C (configuration not stated)	i	i
CC(C)C(NC(=O)c1ccccc1NC(=O)c1ccco1)C(=O)NNC(=O)c1ccncc1 (configuration not stated)	i	i
C=CCn1c(SCC(=O)N2CCN(CCO)CC2)nc2sc3c(c2c1=O)CCC3	i	i
CCOc1ccccc1N(CC(=O)Nc1ccc(S(=O)(=O)N2CCOCC2)cc1)S(=O)(=O)c1ccc(Cl)cc1	i	i
C=CCn1cccc(C(=O)Nc2ccc(OCC)cc2)c1=O	i	i
CCc1nn(-c2cc(Cl)ccc2OC)c2c1C(=O)CCC2	i	i
COc1ccc([N+](=O)[O-])cc1NC(=O)C(C)N(C)Cc1ccc(Br)cc1 (configuration not stated)	i	i
Cc1ccc(NC(=S)N/N=C/c2ccc(OCCC(C)C)cc2)c(C)c1	i	i
COc1cccc(C(=O)NCCCNC(=O)c2ccco2)c1	i	i
O=Cc1cn(CC(=O)N2CCc3ccccc32)c2ccccc12	i	i
COC(=O)CSc1nc2sc3c(c2c(=O)[nH]1)CCC3	i	i
COc1ccc(Nc2cc(C)nc(N3CCN(C(=O)c4ccc5c(c4)OCO5)CC3)n2)cc1	i	i
CCn1c(C)nc2cc(C(=O)NNS(=O)(=O)c3c(F)cc(F)c(Cl)c3F)ccc21	i	i
C/C(=C/C(=O)NCc1ccccc1)C(=O)O	i	i
COc1ccc2c(c1)O[C@H](c1ccc3c(c1)OCO3)[C@@H](O)C2=O	i	i
Cc1c(C(=O)N2CCCCC2)sc(N)c1C#N	i	i
CC(C)(C)OC(=O)NCCCCC1=CC2=CC(=O)C(C)(O)C(=O)C2=CO1 (configuration not stated)	i	i
N=c1c2c3c(sc2nc2n1CCC2)CCCC3	i	i
S=C(Nc1cccnc1)Nc1ccccc1Br	i	i
COc1ccc(S(=O)(=O)N2CCCCC2)cc1NC(=O)c1cc(C)on1	i	i
Cc1cccc(N2CCN(S(=O)(=O)c3ccc4c(c3)CCCN4C(=O)C3CCC3)CC2C)c1 (configuration not stated)	i	i
COc1cc(C(=O)O/N=C(\N)c2ccc([N+](=O)[O-])cc2)cc(OC)c1OC	i	i
CCn1c(SCC(=O)Nc2cc(C)on2)nnc1-c1ccc(C)cc1	i	i
O=C(CCn1ccc2ccccc21)NC1CCCc2ccccc21 (configuration not stated)	i	i
Cc1cc(C)n(S(=O)(=O)c2ccccc2)n1	i	i
CC(C)(C)n1nnnc1C(c1cccs1)N1CCN(C(=O)c2ccco2)CC1 (configuration not stated)	i	i
COc1ccc(N(Cc2cc3cc(C)ccc3[nH]c2=O)C(C)=O)cc1	i	i
COc1cccc(-c2cc(C(=O)Nc3ccc(N(C)C(C)=O)cc3)c3cc(Br)ccc3n2)c1	i	i
COC(=O)[C@@H](Cc1ccccc1)NC(=O)NCCc1ccccc1	i	i
CCOC(=O)C1CCN(Cc2oc(CO)cc(=O)c2O)CC1	i	i
Cc1nc(SCc2ccccc2)n[nH]1	i	i
CCCCC(=O)NS(=O)(=O)c1ccc(N=NN(CC)CC)cc1	i	i
CN(Cc1cc(=O)[nH]c2ccccc12)C(=O)c1ccccc1	i	i
CCOC(=O)C1=NOC(Cn2cc(C(C)=O)c(=O)[nH]c2=O)C1 (configuration not stated)	i	i
NC(=O)C1(N2CCCCC2)CCN(S(=O)(=O)c2cc(Cl)ccc2Cl)CC1	i	i
COc1ccc(C2Oc3ccccc3N2C(C)=O)cc1 (configuration not stated)	i	i
Cc1cccc(-n2c(SCC(=O)NC3CCCC3)nnc2-c2ccoc2C)c1	i	i
NC(=O)C(c1ccccc1)c1ccc(C(=O)c2ccccc2)cc1 (configuration not stated)	i	i
O=C(Cc1c[nH]c2ccccc12)OCCOC(=O)Cc1c[nH]c2ccccc12	-7.7*	i
CCOC(=O)c1sc(=NC(=O)c2cccc(C)c2)n(C)c1C	i	i
CCOc1cc(C2C(C(=O)c3ccco3)=C(O)C(=O)N2CC2CCCO2)ccc1O (configuration not stated)	i	i
CCN1C(=O)/C(=C\N2CCCCCC2)SC1=S	i	i
COc1ccc(CN(C)C(=S)Nc2ccc(Cl)cc2)cc1	i	i
CCc1ccc[n+](-c2nc3ccccc3nc2C(=C=[N-])C#N)c1	i	i
O=S(=O)(CCSc1ccccn1)c1nc2ccccc2s1	i	i
COC(=O)c1ccccc1NC(=O)CCS(=O)(=O)c1ccc(Br)s1	i	i
CCOC(=O)c1c2n(c3c(NCc4ccccc4)ncnc13)CCCC2	i	i
CCCCCc1cccnc1	i	i
CCC(=O)N1CCc2cc(S(=O)(=O)NCCN3CCC(C)CC3)ccc21	i	i
COc1ccc(CC(=O)Nc2cccc(-c3nnc(-c4ccccc4)o3)c2)cc1OC	i	.

Five compounds already listed, ordered by SMILES length, smallest number first.
SMILES	KCNQ2 block	CHT inh
N=c1c2c3c(sc2nc2n1CCC2)CCCC3	i	i
CCCS(=O)(=O)NCc1ccc2c(c1)cc(C)n2C	i	i
Cc1c(C)n(-c2ccccc2)c2ncnc(NCCN(C)C)c12	i	i
CC(C)(C)n1nnnc1C(c1cccs1)N1CCN(C(=O)c2ccco2)CC1 (configuration not stated)	i	i
COc1cc(C(=O)O/N=C(\N)c2ccc([N+](=O)[O-])cc2)cc(OC)c1OC	i	i

(further entries)
SMILES	KCNQ2 block	CHT inh
CCOc1ccc(C(=O)O/N=C(\N)c2ccc([N+](=O)[O-])cc2)cc1OCC	i	i
COc1cccc(NC(=O)N2CCCC2C(=O)Nc2ccc3c(c2)OCO3)c1 (configuration not stated)	i	i
COc1cccc(C(=O)Nc2cc(NC(=O)c3cccs3)ccc2C)c1OC	i	i
COC(=O)C(C)(C)ONC(=O)Nc1ccccc1Br	i	i
O=C(COc1ccccc1)N1CCN(C(=O)COc2ccccc2)CC1	i	i
CCOC(=O)NCc1ccc2c(c1)cc(C)n2C	i	i
CCOc1cc(C)c(S(=O)(=O)NCc2ccccn2)cc1C	i	i
Cc1cc(=O)[nH]n(CCO)c1=O	i	i
Cc1cc(C)c(S(=O)(=O)N2CCOC2CNC(=O)C(=O)NCCCN2CCOCC2)c(C)c1 (configuration not stated)	i	i
CC(=O)N(Cc1cccs1)Cc1cc2cc(C)c(C)cc2nc1Cl	i	i
O=C(Nc1ccc(N2C(=O)CCC2=O)cc1Cl)c1cccs1	i	i
CN(C(=O)CSc1ncc(C(F)(F)F)cc1Cl)c1c(N)n(Cc2ccccc2)c(=O)[nH]c1=O	i	i
Cc1cccc(OCC(=O)Nc2ccc(N3CCN(C(=O)c4ccccc4)CC3)cc2)c1	i	i
COc1cccc(CN2CCN(Cc3cc(OC)c(OC)c(OC)c3)CC2)c1OC	i	i
CC1CCN(S(=O)(=O)c2ccc3c(c2)N(CC(=O)NCCN2C(C)CCCC2C)C(=O)CS3)CC1 (configuration not stated)	i	-10*
Clc1ccc(OCc2nnc3n2N=C(c2ccc4c(c2)OCCO4)CS3)c(Cl)c1	i	i
O=C(CNC(=O)c1ccccc1)N/N=C/c1ccc([N+](=O)[O-])s1	i	i
Cc1cc(C)c(C#N)c(OCC(=O)c2ccccc2)n1	i	i
Cc1ccc(NC(=O)C2CC(=O)n3c(nc4ccccc43)N2)cc1C (configuration not stated)	i	i
O=C(CSc1nc(Nc2ccccc2)nc(N2CCOCC2)n1)Nc1cccc([N+](=O)[O-])c1	i	i
c1ccc(Cc2nnc3n2N=C(c2ccccc2)CS3)cc1	i	i
COc1ccc(C(=O)N[C@H](C(=O)OCc2cc(=O)oc3cc(C)ccc23)C(C)C)cc1	i	i
CC(=O)c1cccc(NC(=O)C(C)N(C)CC(=O)Nc2ccc(Cl)cc2)c1 (configuration not stated)	i	i
Cc1ccccc1NC(=O)C1CCCN(S(=O)(=O)c2c(C)noc2C)C1 (configuration not stated)	i	i
NNc1nc(-c2ccccc2)cc(-c2ccc(Br)cc2)n1	i	i
COc1cc(C(=O)N[C@@H](C)C(=O)N2CCC3(CC2)NCCc2[nH]cnc23)cc(OC)c1OC	i	i
CN1CCN(c2ccccc2NC(=O)c2ccc(N3CCCCC3)c([N+](=O)[O-])c2)CC1	i	i
O=C(CNC(=O)c1ccc(N2C(=O)c3ccccc3C2=O)cc1)OCC(=O)c1cccc2ccccc12	i	i
COc1cc(OC)c2c(-c3ccccc3)cc(=O)oc2c1C(CCN1CCCC1)c1ccc2c(c1)OCO2 (configuration not stated)	i	-6.5*
CN1/C(=C\C(=O)Nc2ccc(F)cc2)C(C)(C)c2ccccc21	i	i
CCC(CC)C(=O)c1c[nH]c(C(=O)NCCCN2CCOCC2)c1	i	i
CN1C(C(=O)Nc2ccc(OC(F)(F)F)cc2)=CC(c2ccc3c(c2)OCO3)=NS1(=O)=O	i	i
Cc1nc(C)c(C(=O)Nc2ccccc2-c2ccccc2)o1	i	i
N#C/C(=C(/O)COC(=O)c1ccc(Cl)c(S(=O)(=O)N2CCOCC2)c1)c1nc2ccccc2[nH]1	i	i
CCn1c(SCC(=O)NCc2cccs2)nnc1-c1ccco1	i	i
CC(Oc1ccc(Cl)cc1Cl)C(=O)NCCCn1ccnc1 (configuration not stated)	i	i

The final six entries of the section above open the next one:
SMILES	KCNQ2 block	CHT inh
CCC(CC)C(=O)c1c[nH]c(C(=O)NCCCN2CCOCC2)c1	i	i
CN1C(C(=O)Nc2ccc(OC(F)(F)F)cc2)=CC(c2ccc3c(c2)OCO3)=NS1(=O)=O	i	i
Cc1nc(C)c(C(=O)Nc2ccccc2-c2ccccc2)o1	i	i
N#C/C(=C(/O)COC(=O)c1ccc(Cl)c(S(=O)(=O)N2CCOCC2)c1)c1nc2ccccc2[nH]1	i	i
CCn1c(SCC(=O)NCc2cccs2)nnc1-c1ccco1	i	i
CC(Oc1ccc(Cl)cc1Cl)C(=O)NCCCn1ccnc1 (configuration not stated)	i	i
Cc1ccc(NC(=O)c2cnccn2)nc1	i	i
CCS(=O)(=O)NCC(c1ccco1)N1CCN(c2ccccc2F)CC1 (configuration not stated)	i	i
CCC(C)(C)NC(=O)COc1ccc(OCc2ccccc2)cc1	i	i
CCCN(Cc1cc2cc(C)ccc2[nH]c1=O)S(C)(=O)=O	i	i
CCOC(=O)[C@H](CCc1ccccc1)N[C@@H](C)C(=O)N1CCC[C@@H]1C(=O)O	.	i
COc1ccc(OCc2cccc(C(=O)O)c2)cc1	i	i
Cc1ccccc1CC1CCN(CCCNC(=O)Nc2ccccc2)CC1	i	i
Cn1c(=O)cc(Nc2ccccc2)c2c(=O)n(-c3ccccc3)c(=O)n(-c3ccccc3)c21	i	i
CCCCNC(=O)CSc1nc2cc3c(cc2c(=O)n1Cc1ccco1)OCO3	i	i
NC(=S)Nc1nccc(-c2cccs2)n1	i	i
O=C(Cn1cnc([N+](=O)[O-])c1)Nc1ccccc1C(F)(F)F	i	i
CC(C)N1CCc2c(sc(NC(=O)c3ccc([N+](=O)[O-])o3)c2C(N)=O)C1	i	i
CC1CN(CC(O)COc2ccc(C#N)cc2)CCN1CC(O)COc1ccc(C#N)cc1 (configuration not stated)	i	i
COc1ccccc1N(CC(=O)NCCc1ccccc1)C(=O)CCC(=O)Nc1ccccn1	i	i
CC(=O)/C=C1\SC(CC(=O)O)C(=O)N1c1ccccc1 (configuration not stated)	i	i
COc1ccc(NC(=O)c2cccs2)cc1NC(=O)c1ccco1	i	i
O=C(CSc1ccc2nnc(-c3ccccn3)n2n1)Nc1cccc(F)c1	i	i
CCOc1ccc(NC(=O)CSc2nnc(Cc3cccn3C)n2-c2ccc(F)cc2)cc1	i	i
O=c1nc2n(c3sc4c(c13)CCCC4)C(CBr)CS2 (configuration not stated)	i	i
